Assay outcomes as filed in PubChem BioAssay.
L major viab = Leishmania major promastigote growth inhibition; Leishmania major promastigotes, resazurin fluorescence viability; inhibition, % at 10 µM; 200,000 compounds, 9% hits; AID 1063;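 also: promastigotes grown with compound for 44 hours at 28 °C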
G6PDH CS = L. mesenteroides G6PDH inhibition counter-screen; Purified L. mesenteroides G6PDH, diaphorase/resazurin coupled fluorescence, 45 min; inhibition, % at 5 µM; 200,000 compounds, 0.12% hits
TLR4 MyD88 comp = inhibitors of human TLR4-MyD88 binding; O00206+Q99836; HeLa CL3-4 TLR4/MyD88 BLA complementation, FRET ratio; inhibition, % at 8.4 µM; 200,000 compounds, 0.18% hits; AID 861; in the data active = inhibition above about 25%;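 also: 0% = vehicle and 100% = reference inhibitor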
S1P3 antagonist = S1P3 (human) receptor antagonism; Q99500; CHO S1P3 NFAT-BLA reporter, FRET fluorescence, antagonist mode; inhibition, % at 4.98 µM; 170,000 compounds, 0.27% hits;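 active = inhibition above the plate cutoff, the mean inhibition of test wells on that plate plus 3 SD, cut at about 28% in these data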;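 also: cells challenged with S1P at its EC80 of 0.8 µM; blue over green emission ratio from cleaved BLA substrate after 4 h stimulation; 0% = S1P-stimulated wells and 100% = unstimulated DMSO-only wells; some compounds past the cut are filed as inactive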
Target sequence (Q99500 whole entry, looked up): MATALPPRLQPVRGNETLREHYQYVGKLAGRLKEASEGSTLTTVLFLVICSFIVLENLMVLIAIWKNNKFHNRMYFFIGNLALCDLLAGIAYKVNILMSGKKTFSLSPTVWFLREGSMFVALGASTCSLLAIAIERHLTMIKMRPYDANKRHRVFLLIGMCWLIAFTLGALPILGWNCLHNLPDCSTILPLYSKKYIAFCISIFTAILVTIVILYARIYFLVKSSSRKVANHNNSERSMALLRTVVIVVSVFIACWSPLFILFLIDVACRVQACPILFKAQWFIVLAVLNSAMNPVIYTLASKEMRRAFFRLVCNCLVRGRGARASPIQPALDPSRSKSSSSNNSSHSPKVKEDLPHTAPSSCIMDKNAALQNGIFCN
PMI act = activators of human phosphomannose isomerase. P34949. purified human PMI, coupled resazurin fluorescence, 20 min; hits give high values; 1 = vehicle control, 0 substrate-free wells. activation factor at 20 µM. 190,000 compounds, 0.005% hits. AID 1214;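 active = activation factor of 2 or more at 20 µM, relative to plate controls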
Target sequence (P34949 whole entry, looked up): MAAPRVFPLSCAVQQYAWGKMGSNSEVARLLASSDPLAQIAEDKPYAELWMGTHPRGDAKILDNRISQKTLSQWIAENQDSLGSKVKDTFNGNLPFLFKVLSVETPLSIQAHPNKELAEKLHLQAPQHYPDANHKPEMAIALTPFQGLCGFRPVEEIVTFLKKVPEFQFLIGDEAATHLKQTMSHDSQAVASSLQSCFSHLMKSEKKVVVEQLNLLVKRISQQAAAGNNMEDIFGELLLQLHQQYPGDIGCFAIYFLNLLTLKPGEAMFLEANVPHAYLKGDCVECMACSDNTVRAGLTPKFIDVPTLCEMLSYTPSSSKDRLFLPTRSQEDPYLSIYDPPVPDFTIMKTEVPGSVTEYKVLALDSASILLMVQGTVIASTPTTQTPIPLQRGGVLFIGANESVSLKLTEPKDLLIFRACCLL
Hsp70 activator = switches on Hsp70 transcription; HeLa Hsp70 promoter luciferase reporter, luminescence; scaled: vehicle 0, proteasome-inhibitor control 100%; activation, % at 10 µM; AID 1203; 200,000 compounds, 0.04% hits;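 active = activation above the mean across all tested compounds plus 3 SD, cutoff set per campaign, cut at about 5.5% in these data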;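 also: 100% = MG132 at 30 µM as the positive control and 0% = DMSO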
PMI act satM6P = PMI (human) activation, high substrate. P34949. coupled PMI enzyme assay, resazurin fluorescence, 20 min; hits give high values; 1 = untreated enzyme, 0 = substrate-free blank. activation factor at 20 µM. 190,000 compounds, 0.34% hits. AID 1216;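 active = activation factor of 2 or more at 20 µM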
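Material: human phosphomannose isomerase with PGI, G6PDH, diaphorase coupling enzymes. Quantity: 15 ng/mL PMI. Medium: HEPES pH 7.4 buffer with MgCl2 and Tween-20. Reagent: Near-saturating mannose-6-phosphate, 1.0 mM. Compound: 20 µM single dose. Times: enzyme reaction with compound 20 min at room temperature. Detection: resorufin fluorescence at Ex 544/Em 590 nm.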
RAM network inh = blocks the yeast RAM network; S. cerevisiae dse1pr::URA3 reporter, 5-FOA growth OD615, 2 d; analog-sensitive cbk1-as2 kinase mutant strain; inhibition, % at 50 µM; 190,000 compounds, 1.8% hits; AID 868;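 active = inhibition above a set limit, 3 SD over mean compound inhibition, cut at about 8.4% in these data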;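 also: 0% = DMSO-only wells with no growth and 100% = 10 µM 1-NA-PP1 full growth; inhibition rescues growth on 5-FOA so higher OD means more RAM inhibition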
Redox H2O2 prof = compounds producing H2O2 with reducing agent – biochemical, NIH compound library profiling, artefact control for MLSCN library redox annotation, primary screen; activation, % at 10 µM; 200,000 compounds, 0.03% hits; DTT-dependent redox cycling H2O2, phenol red/HRP absorbance; 100% = 100 µM peroxide control, 0% = buffer; AID 878;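 active = activation of at least 50% relative to the plate's high and low controls in the primary single-dose screen; inactive = activation below 50%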;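 also: compound incubated with DTT at 0.8 mM final as the reducing agent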
Diaph inh CS = inhibits diaphorase or chemically oxidizes, flagging diaphorase assay artifacts. diaphorase resazurin-to-resorufin fluorescence, NADH, 16 min; bacterial (C. kluyveri) enzyme, not human. inhibition, % at 20 µM. 190,000 compounds, 0.69% hits. AID 1217;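 active = primary screen inhibition at 20 µM above a set limit, cut at about 50% in these data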;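 also: plate controls were DMSO with full reaction for no effect and wells lacking NADH for full effect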
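controls = No-NADH positive control and DMSO neutral control | system = Clostridium kluyveri diaphorase enzyme | timing = reaction incubation of 16 min at room temperature | signal = resorufin fluorescence 544/590 nm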
Diaph act CS = activates diaphorase or chemically reduces, flagging diaphorase assay artifacts; Diaphorase/resazurin coupled assay, resorufin fluorescence, 16 min; hits give high values; 1 = vehicle wells, 0 = NADH-free wells; activation factor at 20 µM; 190,000 compounds, 0.005% hits; AID 1229;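 active = diaphorase activity raised at least twofold by the compound at 20 µM; inactive = activation factor below 2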
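Material: bacterial diaphorase enzyme (C. kluyveri); amount: enzyme 0.07 U/mL final; reagent: NADH substrate 0.114 mM plus resazurin dye 0.1 mM, final; doses: single compound dose of 20 µM, 1% DMSO final; timing: 16 min enzyme reaction, ambient temperature; measured by: fluorescence of resorufin, 544 nm excitation, 590 nm emission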
Active calls of the source: *; / = not tested or not shown. Rule as the data show it, unless noted: active = inhibition above about 50%; inactive = the rest. Hits appear at their usual frequency; overall some 12% were active at least once.

smiles	Redox H2O2 prof	PMI act satM6P	RAM network inh	TLR4 MyD88 comp	L major viab	Hsp70 activator	Diaph act CS	G6PDH CS	PMI act	S1P3 antagonist	Diaph inh CS
COc1cc(OC)cc(C(=O)Nc2ccc(CN3CCCCC3)cc2)c1	-0.5	1.1	0.6	3	10	0.0	1	2	1.1	-11	-2
Clc1cccc(-c2nn3c(COc4ccccc4)nnc3s2)c1	/	1	/	/	/	/	0.9	1	1	/	13
C[N+](C)(C)c1ccc(/C=N/Nc2nc(Cl)c(C#N)c(Cl)c2Cl)cc1	0.9	1.1	-1.4	-9	-1	-0.1	0.9	-24	0.8	-12	10
O=[N+]([O-])c1ccc(NCCNc2ccc(Cl)nn2)cc1	0.3	1.1	4.0	7	7	0.2	0.8	5	1.1	/	16
CC(=O)Nc1ccc(C2Nc3ccccc3C(=O)N2C2CCCCC2)cc1 (stereo unspecified)	3.2	1	1.0	-9	-7	-0.1	0.9	9	1.1	-10	13
O=C(c1ccco1)n1c(=S)nc2ccccn21	-0.5	1.1	1.8	7	2	0.0	1.2	5	1.1	1	-17
COc1cc(S(=O)(=O)Nc2ccc(C)cc2)ccc1N=Cc1c(C)[nH]n(-c2ccccc2)c1=O	-0.1	0.9	6.2	-17	1	-0.3	0.8	22	0.8	-5	18
CCCCCCC(=O)Nc1nc(C)c(-c2csc(Nc3ccccc3OC)n2)s1	-3.4	0.8	0.5	-1	55*	0.0	1	5	0.9	/	-4
CCN(Cc1ccncc1)C(=O)CC1C(=O)NCCN1Cc1ccc(F)c(F)c1 (stereo unspecified)	-1.5	0.9	1.0	-3	0	-0.1	0.9	20	1.1	10	8
Cc1ccc2c(c1)nnn2C1CCN(S(=O)(=O)c2ccc(C(=O)N(C)C3CCCCC3)cc2)CC1	-0.3	1	-0.1	-6	1	-0.2	0.8	7	1.1	11	23
Cn1c(=O)n(C)c2cc(NC(=O)c3ccccc3[N+](=O)[O-])c(Br)cc21	0.1	1	1.6	-10	1	-0.2	1.1	13	0.9	3	-9
COCC(C)NCc1cccc2ccccc12 (stereo unspecified)	-0.7	1	1.0	11	0	-0.1	1	0	0.9	-18	4
N#Cc1ccccc1NC(=O)COc1c(Br)cc(Br)c2cccnc12	-0.1	0.9	0.6	1	-7	-0.3	0.8	9	1.2	-17	18
Cc1ccc(NC(=S)N2CCN(c3ncccn3)CC2)cc1C	0.1	1.1	-0.5	-1	-3	-0.4	0.9	11	1	-7	5
COc1ccc(C2C(C(=O)OCC3CCCO3)=C(C)NC3=C2C(=O)CC(c2ccco2)C3)cc1O (stereo unspecified)	3.1	0.9	4.2	-8	-5	-0.5	0.9	4	0.9	/	14
CCOc1ccc(NC(=O)c2ccc(CC)s2)c([N+](=O)[O-])c1	0.0	0.9	3.1	7	-4	0.0	1	1	0.9	5	-3
O=C(Oc1oc(-c2ccco2)nc1C=Nc1ccccc1)c1ccco1	2.5	0.9	2.7	-12	-6	-0.3	0.9	-8	0.8	/	14
CCCCOc1ccc(C2=NNC(=O)CC2)cc1	-0.5	1.2	-0.6	-2	-8	0.7	1	-11	1.1	-3	0
COc1cccc(CN2CCN(C3CCN(c4ccccc4C)CC3)CC2CCO)c1 (stereo unspecified)	-0.1	0.8	2.7	4	92*	-0.3	1	5	0.9	6	3
O=C(NCC1CCCO1)C1CCCN(c2ncccn2)C1 (stereo unspecified)	-0.4	1	1.0	7	0	0.1	0.9	14	1.1	-29	5
CC1(C)CC(=O)C(C(=S)Nc2ccccc2)=C(NC2CC(C)(C)NC(C)(C)C2)C1	-0.1	1.1	1.5	-21	1	0.1	1	8	1.1	-22	2
O=C(CCN1C(=O)COc2ccccc21)N1CCCCC1	0.3	1.1	-0.8	1	-4	0.2	0.9	-4	1	/	14
COc1cc([N+](=O)[O-])ccc1NC(=O)CC1SC(=Nc2ccc(F)cc2)N(CCC2=CCCCC2)C1=O (stereo unspecified)	0.7	0.9	3.9	5	34	-0.2	0.8	-16	0.8	14	17
CC(C)(C)c1ccc(/C=N/Nc2ccc(C(=O)O)cc2)cc1	-0.1	1.2	-0.1	-13	-13	-0.4	0.9	-10	1.1	-8	7

The list goes on, overlapping the part above by 2 compounds.
smiles	Redox H2O2 prof	PMI act satM6P	RAM network inh	TLR4 MyD88 comp	L major viab	Hsp70 activator	Diaph act CS	G6PDH CS	PMI act	S1P3 antagonist	Diaph inh CS
COc1cc([N+](=O)[O-])ccc1NC(=O)CC1SC(=Nc2ccc(F)cc2)N(CCC2=CCCCC2)C1=O (stereo unspecified)	0.7	0.9	3.9	5	34	-0.2	0.8	-16	0.8	14	17
CC(C)(C)c1ccc(/C=N/Nc2ccc(C(=O)O)cc2)cc1	-0.1	1.2	-0.1	-13	-13	-0.4	0.9	-10	1.1	-8	7
CC1CCCCC1NC(=O)CSc1nnc(N)s1 (stereo unspecified)	0.5	0.9	0.5	13	-3	0.0	0.8	3	0.8	4	20
O=C(Nc1ccc(F)cc1)N(Cc1nnc2n1CCCCC2)c1ccccc1	-0.5	1	2.7	-6	-4	-0.3	0.9	-1	1	-10	13
CC(=O)C1=C(C)NC(SCC(=O)c2ccccc2)=C(C#N)C1c1ccco1 (stereo unspecified)	-1.1	0.9	5.7	-23	8	0.1	0.6	0	1.2	-5	36
CN1CCN(Cc2cc(Cl)c3cccnc3c2OC(=O)c2cccs2)CC1	-0.4	0.5	-0.5	10	27	-0.3	0.7	20	0.8	17	27
CC1CCCC(NC(=O)CSc2nnc(N)s2)C1C (stereo unspecified)	2.0	1.1	0.1	5	1	-0.3	1.1	9	1.1	12	-7
O=C1CCC(=O)N1OCCOc1ccccc1	0.4	0.9	-0.1	11	-2	0.2	0.9	4	0.9	2	13
CCOCCCNCc1ccc(OCC(=O)N2CCOCC2)c(OC)c1	0.2	1	0.5	5	0	-0.2	1.1	11	1.1	5	-8
Cc1cnc(NC(=O)CSc2c(Cl)cccc2Cl)s1	1.1	1.1	2.6	-8	-8	0.3	1	1	1	/	2
COc1cc(OC)cc(C(=O)Nc2ccccc2NC(C)=O)c1	0.0	1	4.0	-2	-8	-0.4	1	6	0.9	-91	4
COC(=O)c1sccc1NC(=S)N(C)C1CCCCC1	-1.1	1	2.4	3	7	-0.2	0.8	7	1	-21	16
CC1(C)CC(=O)C2=C(C1)NC(=O)CC2c1cc2c(cc1Br)OCO2 (stereo unspecified)	1.9	1	0.7	-8	4	-0.1	0.9	12	1	4	10
O=C(CSc1ccc2nnc(-c3cccnc3)n2n1)NCC1CCCO1 (stereo unspecified)	-1.3	1.2	0.6	-2	-3	-0.2	1.1	6	1.3	-24	-11
COC(=O)c1ccc(COc2ccc(C3C4=C(CCCC4=O)Nc4onc(C)c43)cc2)cc1 (stereo unspecified)	2.6	0.9	5.8	7	100*	-0.2	0.8	-26	0.9	33	16
CCCCNC(=S)N(C)/N=C/c1ccccc1C(=O)O	0.1	1	1.1	4	-5	-0.2	0.9	5	1	/	12
CCCCC(CC)C(=O)NCC(C)NC(=O)C(CC)CCCC (stereo unspecified)	-0.4	0.9	1.9	10	61*	-0.3	0.9	10	0.9	-5	11
COc1ccccc1CNC(=O)C/C(C)=N/NC(=O)COc1ccc(C)cc1Br	-0.2	1	1.0	-16	-9	-0.2	0.9	-3	1	0	13
CCN(CC(=O)NCc1ccccn1)S(=O)(=O)c1ccc(Cl)cc1	-0.6	1	0.7	-3	-1	-0.3	0.8	3	0.8	-29	16
COc1ccc(OCc2nnc(SCc3ccc(C(=O)O)cc3)o2)cc1	-0.5	0.8	6.2	-10	-11	-0.2	0.8	15	0.8	-6	18
CC(C)(C)C1CCC(=NNC(=O)CN(c2ccccc2)S(=O)(=O)c2ccccc2[N+](=O)[O-])CC1 (stereo unspecified)	2.8	1	-0.4	-8	-4	-0.5	1	4	1	1	1
Fc1ccc(-c2cc(-c3ccccc3)nc(-n3cccn3)n2)cc1	-0.7	0.9	1.0	-11	24	0.0	0.8	3	0.8	11	20
COc1ccc(Cl)cc1NC(=O)Cc1c(F)cccc1Cl	-0.1	1.1	4.6	-25	-7	-0.2	0.9	5	1.1	5	15
C[C@H](NS(=O)(=O)c1ccc(Cl)cc1)C(=O)OCC(=O)NC(=O)Nc1ccc2c(c1)OCCO2	-0.9	0.8	0.6	-3	0	0.2	0.9	10	0.7	0	13
Cc1cccc(-n2c(SCC(=O)NCc3ccc4c(c3)OCO4)nc3ccccc3c2=O)c1	-0.1	0.9	5.9	10	96*	-0.5	1	2	0.9	2	4
CCC(=O)c1ccc(N2CCCCC2)c(F)c1	0.1	1	1.0	5	-5	-0.3	1	9	1	-4	2

Results in Diaph inh CS, PMI act and L major viab (4 entries from above):
| SMILES | Diaph inh CS | PMI act | L major viab |
| --- | --- | --- | --- |
| CC(C)(C)C1CCC(=NNC(=O)CN(c2ccccc2)S(=O)(=O)c2ccccc2[N+](=O)[O-])CC1 (stereo unspecified) | 1 | 1 | -4 |
| O=C(NCC1CCCO1)C1CCCN(c2ncccn2)C1 (stereo unspecified) | 5 | 1.1 | 0 |
| CCCCOc1ccc(C2=NNC(=O)CC2)cc1 | 0 | 1.1 | -8 |
| O=C(Oc1oc(-c2ccco2)nc1C=Nc1ccccc1)c1ccco1 | 14 | 0.8 | -6 |

New compounds follow.
smiles	Redox H2O2 prof	PMI act satM6P	RAM network inh	TLR4 MyD88 comp	L major viab	Hsp70 activator	Diaph act CS	G6PDH CS	PMI act	S1P3 antagonist	Diaph inh CS
CN1/C(=C\C=N\NC(=O)c2ccccc2Br)C(C)(C)c2ccccc21	-0.6	1.3	0.8	-9	50*	-0.4	0.9	10	1	6	12
CC1CN(C)C(C)c2c1oc1ccc(N)cc21 (stereo unspecified)	-0.6	0.6	-0.1	-3	4	0.1	0.8	12	0.9	-7	16
COC(=O)c1c(F)c(F)c(N2CCOCC2)c(F)c1F	0.2	1	1.4	-1	-8	0.0	0.9	2	1	7	10
O=C(O)c1ccccc1NC(=S)NC(=O)c1cccc2ccccc12	0.5	0.9	1.0	6	-5	-0.1	0.6	5	0.9	-10	40
CCN(CC)Cc1c(CC(C)C)oc(C)c1C(=O)O	-0.1	1.1	1.9	-3	-7	-0.1	1	23	1.1	/	0
O=C(O)c1ccc(COc2ccccc2/C=C2\NC(=O)N(Cc3ccccc3)C2=O)cc1	-0.8	1	2.2	-13	0	-0.4	0.9	2	1	-14	5
